From PubChem BioAssay
Menin MLL FP TR – menin-MLL binding inhibition, Texas Red mutant peptide | Potency, µM (highest dose often 61.6 µM), for inactives: top-dose FP activity change, negative = inhibition, most hits filed as inhibitors | O00255 | Menin + Texas Red MLL mutant peptide, fluorescence polarization | 0.23% of 270,000 active; active = well fitted inhibition curve with a large enough effect in the polarisation, with a control signal flat, not every such curve was filed as active; inconclusive = small, poorly fitted or top-dose-only effect, or effect the other way, or a change in a side signal; inactive = no such curve, though single readings can be large or run the other way; the % refers to the polarisation; note: potency is the fitted concentration of half-maximal effect; % of control where 0% means no effect; many of its hits are not listed in these tables
S-ASM inh – blocks human secretory acid sphingomyelinase | P17405 | placental ASM, HMU-PC fluorogenic substrate, 60 min | Potency, µM (top dose mostly 57.5 µM), without a hit: at the top dose activity change, negative = inhibition, usual class: inhibitors | 0.006% of 340,000 active; note: potency is the fitted concentration of half-maximal effect
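Fluorescence read-out (Ex 386 nm, Em 447 nm) after stopping the reaction at pH 10. Enzyme: ASM from human placenta; substrate HMU-PC0, 9 uM final; 60 min, 37 °C. Compound preincubation 10 min, ambient temperature.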
MLL CXXC-DNA inh – inhibitors of human MLL CXXC domain-DNA interaction; Q03164; MLL-CXXC / FITC-HOXA9 DNA fluorescence polarization; 0.037% of 290,000 active; Potency, µM (top dose mostly 115 µM), inactives show top-dose activity change, negative = inhibition, hits mostly inhibitors; active = well fitted inhibition curve with a large enough effect in the polarisation, with a control signal flat, not every such curve was filed as active; inconclusive = small, poorly fitted or top-dose-only effect, or effect the other way, or a change in a side signal; inactive = no such curve, though single readings can be large or run the other way; the % refers to the polarisation; note: potency is the fitted concentration of half-maximal effect
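Steps: dispense CXXC domain solution (7 uM) → pin compounds or unlabeled HOX-A9 DNA control → 5 min ambient → add FLSN-HOX-A9 solution (50 nM) → spin → 30 min ambient → fluorescence polarization. Tris pH 7.5/NaCl/DTT/BSA buffer.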
MBNL1 CUG block – inhibitors of human MBNL1 binding to CUG repeat RNA; 0.036% of 280,000 active; Potency, µM (series often up to 57.5 µM), for the others: top-dose activity change, negative = inhibition, most hits filed as inhibitors; AID 2675; TR-FRET MBNL1-His/biotin-(CUG)12 binding, 665/545 ratio; Q9NR56; active = well fitted inhibition curve with a large enough effect in the signal ratio, with a control signal flat, not every such curve was filed as active; inconclusive = small, poorly fitted or top-dose-only effect, or effect the other way, or a change in a side signal; inactive = no such curve, though single readings can be large or run the other way; the % refers to the signal ratio; note: potency is the fitted concentration of half-maximal effect; % is set by controls: 0 for no effect and ±100 for the full control effect
Target sequence (Q9NR56 whole entry, looked up): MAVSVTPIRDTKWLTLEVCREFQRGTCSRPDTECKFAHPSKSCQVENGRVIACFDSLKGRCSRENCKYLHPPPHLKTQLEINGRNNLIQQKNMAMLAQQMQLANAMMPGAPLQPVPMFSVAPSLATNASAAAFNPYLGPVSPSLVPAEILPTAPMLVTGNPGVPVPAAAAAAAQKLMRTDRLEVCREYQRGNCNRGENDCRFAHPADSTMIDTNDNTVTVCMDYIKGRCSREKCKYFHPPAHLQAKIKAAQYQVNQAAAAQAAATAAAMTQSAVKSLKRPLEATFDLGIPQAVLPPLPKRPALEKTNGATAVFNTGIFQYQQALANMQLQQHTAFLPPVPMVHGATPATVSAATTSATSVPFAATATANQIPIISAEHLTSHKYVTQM
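MBNL1-His + Biotin-(CUG)12, cpd titration 92 nM–58 uM; Tb anti-His Ab 0.055 ng/ul, SA-XL665 5 nM (final); 60 min RT; ratiometric 665/545 nm, Ex 340 nm; normalized to buffer and full-complex controls.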
PTAP TSG101 blk – blocks PTAP/TSG101 interaction to inhibit HIV-1 budding | Potency, µM (titrated, usually from 115 µM), for inactives: at the highest dose activity change, negative = inhibition, actives largely listed as inhibitors | AID 493005 | 340,000 tested, under 10 active | Fluorescence polarization, FITC-PTAP peptide / Tsg101 binding; active = well fitted inhibition curve with a large enough effect in the main read-out, with a control signal flat, not every such curve was filed as active; inconclusive = small, poorly fitted or top-dose-only effect, or effect the other way, or a change in a side signal; inactive = no such curve, though single readings can be large or run the other way; note: potency is the fitted concentration of half-maximal effect; % of control where 0% means no effect
Target sequence (Q99816 whole entry, looked up): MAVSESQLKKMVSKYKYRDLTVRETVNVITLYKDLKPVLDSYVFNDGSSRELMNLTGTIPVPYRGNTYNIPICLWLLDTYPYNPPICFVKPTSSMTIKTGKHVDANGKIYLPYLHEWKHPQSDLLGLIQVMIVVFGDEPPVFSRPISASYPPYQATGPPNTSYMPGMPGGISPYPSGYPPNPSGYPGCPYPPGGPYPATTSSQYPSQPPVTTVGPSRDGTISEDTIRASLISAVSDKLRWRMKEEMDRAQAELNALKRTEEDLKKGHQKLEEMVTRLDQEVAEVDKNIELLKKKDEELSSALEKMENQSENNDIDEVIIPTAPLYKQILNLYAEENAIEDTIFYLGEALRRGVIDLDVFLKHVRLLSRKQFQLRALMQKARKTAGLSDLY
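Tsg101 binding domain (10 uM final) was mixed with compound and a FITC-labeled PTAP peptide (50 nM final) in HEPES pH 7.5 buffer with NaCl, Tween 20, EDTA and TCEP; fluorescence polarization was read after 20 min at r.t.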
AT treatment – potential ataxia-telangiectasia treatments restoring KAP-1 phosphorylation | 0.19% of 320,000 active | […] A-T fibroblasts, KAP-1 phosphorylation AlphaLISA; neocarzinostatin DNA damage 30 min before lysis | Potency, µM (series often up to 57.5 µM), for the others: at the highest dose activation, actives largely listed as activators | AID 485349; note: potency is the fitted concentration of half-maximal effect; % of control where 0% means no effect; nearly all actives have a fitted effect of over 45% in size
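ATM-like activity read as KAP-1 phosphorylation via AlphaLISA donor/acceptor antibody pairs after lysis and 6 hr at 25C. Cells were ATM-null patient fibroblasts ([…], hTERT), dosed 60 min, then exposed to the DSB inducer NCS for 30 min.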
TSHR antag – human thyrotropin receptor antagonism; P16473; TSHR-expressing cells, TSH-stimulated cAMP HTRF, 2 h; stronger effect = lower value; activity change, negative = inhibition, % at 11.5 µM; 0.2% of 330,000 active; AID 504810;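 active = activity change below a set negative limit, meaning inhibition stronger than a set level, cut at about -70% in these data; inconclusive = activity change between two set negative limits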; note: % is set by controls: 0 for no effect and ±100 for the full control effect
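Antagonism was scored as loss of TSH-driven cAMP in TSHR cells, stimulated with 4nM TSH (EC80) for 2 hours at 37 deg C and detected by homogeneous HTRF competition immunoassay.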
Mito fusion act – inhibitors of mitochondrial division or activators of mitochondrial fusion; S. cerevisiae fusion-defective mutant growth rescue, CellTiterGlo 48 h; Potency, µM (highest dose often 46.1 µM), without a hit: at the highest dose growth rescue (activation), usual class: activators; 0.23% of 320,000 active;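 note: potency is the fitted concentration of half-maximal effect; % of control where 0% means no effect; nearly all actives have a fitted effect of over 45% in size; temperature-sensitive fusion mutants such as fzo1-1 at 37 °C on non-fermentable ethanol glycerol medium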
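Growth-rescue viability read-out: after 48 h at the non-permissive 37C in glycerol/ethanol YPEG, yeast mitochondrial fusion mutants are measured by CellTiterGlo luminescence; compounds (23 nl pinned per well) restoring growth score as division inhibitors or fusion activators.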
Integrin act MD – integrin-mediated muscular dystrophy alleviation activation; alpha7betagal myoblasts, beta-gal FDG fluorescence, 48 h; Potency, µM (doses to about 38.3 µM), for inactives: at the top dose activation, actives largely listed as activators; 0.064% of 350,000 active; AID 624291;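 note: potency is the fitted concentration of half-maximal effect; 100% = response of the positive control SU9516; nearly all actives have a fitted effect of over 60% in size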
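Alpha7betagal+/- myoblasts (passage 13) were plated 16-24 hr, then exposed to compounds (1:260 dilution of DMSO stock) for 48 hours at 37C. After MPER lysis, β-galactosidase reporter activity was read as FDG fluorescence (ex 480/em 540) after 30 minutes.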
TCR activator – activators of T cell receptors; Potency, µM (top dose mostly 9.22 µM), inactives show top-dose activation of IL-2 secretion, usual class: activators; AID 504894; 330,000 tested, under 10 active; primary human leukocytes, anti-CD3, IL-2 HTRF, 48 h; note: % of control where 0% means no effect
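48 hr co-incubation of compounds, a-CD3 beads and primary human leukocytes; IL-2 quantified homogeneously by HTRF with anti-IL-2 K and d2 conjugates.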
Active calls of the source: *; u = inconclusive; x = not tested or not shown; [ ] = remark or other dose. Unless noted, calls come from the whole dose curve; as a rule, active = well fitted curve in the direction sought with a large enough effect; inconclusive = small, poorly fitted or top-dose-only effect, or another doubt; inactive = no such curve, though single readings can be large; an effect the other way counts as inactive or inconclusive.

Molecule,Menin MLL FP TR,S-ASM inh,MLL CXXC-DNA inh,AT treatment,Integrin act MD,Mito fusion act,MBNL1 CUG block,TCR activator,TSHR antag,PTAP TSG101 blk
CC(C)c1ccc(OC(=O)c2cccc(S(=O)(=O)N3CCN(C)CC3)c2)cc1,6%,5%,u,-3%,u,-5%,-3%,-2%,-3,1%
COc1ccc(C2=CCC3CCCCN3C2)cc1OC (stereo not drawn),x,6%,x,-5%,9%,x,x,12%,-6,1%
O=C(NCC1COc2ccccc2O1)c1cccc(S(=O)(=O)N2CCOCC2)c1 (stereo not drawn),x,-1%,x,-6%,-1%,2%,x,2%,7,-3%
CCn1c(Oc2ccccc2)nc2c1c(=O)n(C)c(=O)n2C,16%,6%,1%,7%,6%,2%,2%,-6%,-15,-4%
CC(=O)Nc1cccc(NC(=O)COc2ccc3c(c2)OCO3)c1,1%,2%,30%,0%,-19%,14%,-2%,-3%,5,-3%
Cc1ccccc1C(=O)N1CCC(C(=O)Nc2cccc(S(=O)(=O)N3CCCCC3)c2)CC1,x,0%,x,-5%,-44%,-1%,x,3%,-24,0%
COc1ccccc1-c1nnc(SCC(=O)NCc2c(C)c(Cl)cc(C(C)C)c2O)o1,21%,u,-2%,-6%,-51%[inhibitor],3%,-6%,-1%,0,-6%
Cc1ccc([N+](=O)[O-])cc1S(=O)(=O)Nc1cccc(-c2ccc(N3CCOCC3)nn2)c1,x,-24%,x,0%,15%,-1%,x,-5%,-7,-6%
COC(=O)c1ccc(CNC(=O)COC(=O)c2cccs2)cc1,x,-3%,x,22%,-10%,x,x,-1%,-3,-4%
Cc1cccc2cc(CNC3CCCC3)c(Cl)nc12,9%,-3%,3%,-4%[11.5 µM],18%,-9%,22%,-1%,2,-4%
CCN(C(=O)CSc1n[nH]c(-c2ccc(OC)cc2)n1)c1c(N)n(Cc2ccccc2)c(=O)[nH]c1=O,x,-1%,x,x,15%,x,x,-1%,x,0%
COc1ccc(/C(C)=N/NC(=O)CN(c2ccc(OC)cc2)S(=O)(=O)c2ccccc2)cc1,u,0%,u,3%,1%,-1%,5%,13%,0,-9%
COc1cc(CN2CCCN(C)CC2)c([N+](=O)[O-])cc1OC,-1%,4%,-14%,-10%,-34%,-1%,13%,-1%,-8,-7%
CC(NC(=O)c1ccc(OC2CCN(S(=O)(=O)N(C)C)CC2)cc1)C1CC1 (stereo not drawn),4%,0%,0%,-1%,11%,-2%,7%,0%,-9,-10%
COc1cc(/C=N\NC(=O)CN2CCOCC2)ccc1OCC(=O)Nc1ccc(C)c(C)c1,x,-3%,0%,-6%,-11%,7%,-1%,-1%,-9,-1%
COc1cc(OC)c(C(=O)Nc2cc(Cl)ccc2-n2cncn2)cc1OC,x,-4%,x,-10%,6%,4%,x,6%,x,-2%
COc1cc2c(cc1OC)/C(=C/C(=O)N1CCOCC1)NC(C)(C)C2,u,7%,10%,10%,-23%,-1%,-16%,-4%,-10,-3%
O=C(c1ccccc1)c1ccc(OCC(O)CN2CCCCC2)cc1 (stereo not drawn),-7%,-2%,1%,0%,-25%,-2%,3%,-9%,11,0%
O=C(/C=C/c1ccc(Cl)cc1)NCCCn1ccnc1,-1%,-1%,-1%,9%,-41%[inhibitor],8%,u,-4%,25,-5%
CCC(c1nnnn1CCc1ccccc1)N1CCN(c2ccc(OC)cc2)CC1 (stereo not drawn),-7%,-11%,-2%,-3%,1%,5%,-6%,1%,-23,-1%
Oc1ccccc1N1CCN(CC(O)COCc2ccccc2Cl)CC1 (stereo not drawn),-16%,3%,1%,1%,16%,23%,-2%,7%,-2,-4%
S=C(Nc1ccc(Br)cc1Cl)NC1CCN(Cc2ccccc2)CC1,u,1%,1%,-7%,u,5%,-9%,x,10,-2%
CCn1c(=O)c(C(=O)CN(C)Cc2cccc(OC)c2OC)c(N)n(Cc2ccccc2)c1=O,u,1%,-2%,-5%,3%,-4%,-9%,-8%,14,-6%
CC(NC(=O)c1noc2c1CCCCC2)c1ccccc1 (stereo not drawn),-6%,8%,-4%,-1%,-22%,7%,-2%,-5%[46.1 µM],-1,1%
CCCCc1c(C)nc2ccc(C(=O)OCC)cc2c1Cl,10%,-10%,16%,-5%,-5%,6%,-8%,7%[46.1 µM],14,2%
COCCSc1nnc(-c2cccc(C#N)c2)n1C,-2%,-4%,-5%,3%,29%,-3%,-8%,x,0,x
Cc1ccc([N+](=O)[O-])cc1S(=O)(=O)n1ccnc1C,-1%,0%,5%,3%,8%,-3%,-2%,6%,-12,-2%
CC1CCCN(C(=O)Cn2c(=O)oc3cc(S(=O)(=O)N4CCCCC4)ccc32)C1 (stereo not drawn),8%,7%,-1%,-1%,-3%,-1%,-7%,3%,4,-4%
Cc1ccc(S(=O)(=O)CCC(=O)OC(C)c2nnc(-c3cccs3)o2)cc1 (stereo not drawn),x,-4%,x,1%,-29%,x,x,1%,x,-5%
Cc1nnc(SCc2ccc(Cl)cc2Cl)[nH]c1=O,-4%,3%,14%,2%,-24%,17%,-18%,x,-19,-10%

An excerpt from above, limited to S-ASM inh, MLL CXXC-DNA inh and TCR activator:
smiles	S-ASM inh	MLL CXXC-DNA inh	TCR activator
COc1ccc(C2=CCC3CCCCN3C2)cc1OC (stereo not drawn)	6%	x	12%
O=C(NCC1COc2ccccc2O1)c1cccc(S(=O)(=O)N2CCOCC2)c1 (stereo not drawn)	-1%	x	2%

Continuation.
Molecule,Menin MLL FP TR,S-ASM inh,MLL CXXC-DNA inh,AT treatment,Integrin act MD,Mito fusion act,MBNL1 CUG block,TCR activator,TSHR antag,PTAP TSG101 blk
Cc1cc(NC(=O)c2cccc([N+](=O)[O-])c2)n(-c2ccccc2)n1,7%,3%,5%,4%,26%,-1%,u,-1%[46.1 µM],4,-4%
COc1ccc(-c2c(-c3cccc(C)c3)oc3ccc(-c4ccc5c(c4)OCO5)cc23)cn1,x,7%,x,x,-4%,x,x,-3%,x,0%
COc1ccc(OC)c(CN2CCN(C(=O)c3cc(S(=O)(=O)Nc4ccccc4OC)ccc3C)CC2)c1,x,2%,0%,6%,29%,0%,-6%,2%,1,-1%
CCO[C@@H]1OC(C(=O)N2CCCCCCC2)=C[C@H](C2CCCCC2)[C@H]1CCCO,u,-4%,5%,-9%,13%,3%,-8%,-2%,9,-2%
COc1cc(C(C)=O)cc(OC)c1O,1%,11%,x,x,32%,x,x,3%,x,2%
Cc1cc(S(=O)(=O)N2CCN(c3ccccc3F)CC2)ccc1-n1cnnn1,4%,-2%,5%,-1%,-7%,5%,2%,-4%,-9,-5%
O=C(NCC1CCN(C(=O)c2cccc([N+](=O)[O-])c2)CC1)c1cccc([N+](=O)[O-])c1,-2%,-1%,7%,8%,-14%,5%,u,0%,-14,2%
Cc1cccc(-n2c(SCc3cc(=O)n4ccsc4n3)nc3ccccc3c2=O)c1,4%,-9%,0%,x,3%,0%,-4%,-16%,25,0%
Cc1cc(C)cc(C(=O)OCC(=O)NC2CCCC2)c1,-19%,3%,-4%,0%,15%,2%,-11%,-3%,-5,-4%

Gathered by group: the entries above with two or more sulfur atoms
Molecule,Menin MLL FP TR,S-ASM inh,MLL CXXC-DNA inh,AT treatment,Integrin act MD,Mito fusion act,MBNL1 CUG block,TCR activator,TSHR antag,PTAP TSG101 blk
Cc1ccc(S(=O)(=O)CCC(=O)OC(C)c2nnc(-c3cccs3)o2)cc1 (stereo not drawn),x,-4%,x,1%,-29%,x,x,1%,x,-5%
Cc1cccc(-n2c(SCc3cc(=O)n4ccsc4n3)nc3ccccc3c2=O)c1,4%,-9%,0%,x,3%,0%,-4%,-16%,25,0%

A portion of the library; count on the stated rates, not on these rows.
